# GSTO1 counter: GSTO1 inhibition, counter-screen for RBBP9 inhibitors; recombinant GSTO1, activity-based probe fluorescence polarization; 1.1% of 300,000 active; inhibition, % at 5.96 µM;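 active means inhibition above the campaign mean inhibition plus 3 SD, cut at about 35% in these data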;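 further: 0% = GSTO1-1 with DMSO and 100% = wells lacking GSTO1-1 enzyme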
# Target sequence (P78417 whole entry, looked up): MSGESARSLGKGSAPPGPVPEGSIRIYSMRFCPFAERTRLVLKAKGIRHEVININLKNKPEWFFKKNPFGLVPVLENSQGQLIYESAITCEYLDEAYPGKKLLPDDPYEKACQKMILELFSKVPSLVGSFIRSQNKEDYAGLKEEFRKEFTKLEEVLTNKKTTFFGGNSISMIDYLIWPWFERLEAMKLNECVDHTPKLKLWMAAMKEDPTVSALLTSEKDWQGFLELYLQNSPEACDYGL
# MEX-5 binding: C. elegans MEX-5 TCR-2 RNA binding activity; MEX-5/FITC-TCR2 RNA binding, fluorescence polarization; active compounds read low; activity score (negative = inhibition of binding), % at 10 µM; 0.38% of 300,000 active; AID 1832;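 active means inhibition past about -25% in most replicates, and total fluorescence under double the plate's negative control median, limit read from the data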;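 further: 0% = DMSO and -100% = 5 µM competing unlabeled TCR2 RNA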
# MCL1 BIM primary: inhibitors of human MCL1 binding to BIM-BH3 peptide; Q07820; GST-MCL1 / FITC-Bim-BH3 fluorescence polarization; inhibition, % at 10.9 µM; 0.68% of 320,000 active; AID 2057;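 active means inhibition above the mean inhibition of all tested compounds plus 3 SD, set per campaign, cut at about 40% in these data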;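 further: 0% = DMSO wells and 100% = unlabeled Bim-BH3 peptide control; higher means more loss of mP so more displacement of Bim peptide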
# TPT1 inh: C. albicans TPT1 enzyme inhibition. recombinant caTPT1, FP RNA substrate dephosphorylation. 0.81% of 300,000 active. inhibition, % at 5 µM. AID 1962;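 active means inhibition above the mean of all tested compounds plus 3 SD, set per screening campaign, cut at about 24% in these data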;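 further: plate controls were DMSO alone for no effect and ferristatin control at 100 nM for full effect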
# PME-1 primary: blocks human protein phosphatase methylesterase 1 | Q9Y570 | recombinant PME-1, FP-Rh probe fluorescence polarization | inhibition, % at 5.9 µM | 0.53% of 320,000 active | AID 2130;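 active means inhibition above the campaign mean of all compounds plus 3 SD, cut at about 26% in these data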;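 further: competitive labeling of PME-1 active site by serine hydrolase directed probe; 0% = PME-1 with DMSO and 100% = wells lacking PME-1 enzyme; inhibitors block probe labeling so polarization falls and inhibition rises; many of its hits are not listed in these tables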
# Fam108B counter: Fam108B inhibition, counter-screen for RBBP9 inhibitors; recombinant Fam108B, FP-Rh probe fluorescence polarization; inhibition, % at 9.51 µM; 0.33% of 300,000 active; AID 1947;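 active means inhibition above the screen mean inhibition plus 3 SD, computed separately per campaign, cut at about 18% in these data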;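 further: inhibitors lower polarization as less probe binds the enzyme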
# GLD-1 TGE inh: GLD-1-TGE RNA interaction inhibition (C. elegans); Q17339; purified GLD-1 + fluorescein TGE RNA, fluorescence polarization; inhibition, % at 5.96 µM; 0.44% of 320,000 active;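 active means percent inhibition above a per-plate cutoff, the plate mean of test compounds plus 3 SD, cut at about 30% in these data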;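 further: 0% = DMSO wells with GLD-1 and probe and 100% = wells lacking GLD-1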
# Target sequence (Q17339 whole entry, looked up): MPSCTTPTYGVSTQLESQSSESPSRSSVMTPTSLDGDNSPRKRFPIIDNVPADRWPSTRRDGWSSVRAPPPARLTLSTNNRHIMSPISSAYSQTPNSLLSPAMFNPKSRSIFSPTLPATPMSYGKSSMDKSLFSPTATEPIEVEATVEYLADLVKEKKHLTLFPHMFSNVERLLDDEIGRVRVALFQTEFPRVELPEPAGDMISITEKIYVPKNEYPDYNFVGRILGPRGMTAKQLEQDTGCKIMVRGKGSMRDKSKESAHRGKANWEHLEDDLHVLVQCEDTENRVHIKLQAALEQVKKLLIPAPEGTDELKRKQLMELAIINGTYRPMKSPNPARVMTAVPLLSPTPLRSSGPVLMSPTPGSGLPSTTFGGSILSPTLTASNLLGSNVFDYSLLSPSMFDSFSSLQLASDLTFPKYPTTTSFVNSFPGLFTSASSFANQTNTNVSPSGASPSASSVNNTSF
# PAD4 FP inh: inhibitors of human PAD4. Q9UM07. recombinant PAD4, RCA probe fluorescence polarization. inhibition, % at 6.36 µM. 0.41% of 330,000 active. AID 485272;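 active means percent inhibition above a cutoff equal to the mean of all tested compounds plus 3 SD, cut at about 15% in these data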;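 further: 0% = PAD4 with RCA probe and DMSO and 100% = probe without PAD4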
# Bcl-xL primary: inhibitors of human Bcl-xL | Q07817 | GST-Bcl-xL / FITC-Bim BH3 peptide fluorescence polarization | inhibition, % at 10.9 µM | 0.7% of 320,000 active;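 active means inhibition above the mean of all tested compounds plus 3 SD, cutoff set per campaign, cut at about 30% in these data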;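 further: 0% = DMSO wells and 100% = unlabeled Bim-BH3 peptide competitor; inhibitors lower millipolarization by displacing the labeled peptide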
# Target sequence (Q07817 whole entry, looked up): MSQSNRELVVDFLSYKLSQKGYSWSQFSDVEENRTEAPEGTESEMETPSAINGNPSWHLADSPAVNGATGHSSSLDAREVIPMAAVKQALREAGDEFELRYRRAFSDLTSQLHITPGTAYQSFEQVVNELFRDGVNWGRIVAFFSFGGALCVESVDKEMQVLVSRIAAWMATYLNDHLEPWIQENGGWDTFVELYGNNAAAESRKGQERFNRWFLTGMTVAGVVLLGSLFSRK
# Active calls of the source: *; · = not tested or not shown. This is a subset, so the mix of outcomes need not match the whole.
SMILES,GSTO1 counter,MEX-5 binding,MCL1 BIM primary,TPT1 inh,PME-1 primary,Fam108B counter,GLD-1 TGE inh,PAD4 FP inh,Bcl-xL primary
CCCC(=O)N(CCN1CCOCC1)c1nc2cc(C)c(C)cc2s1,-7,-1.4,-17,-3,3,-4,0,-6,-14
CC1=NNC(=O)C1Cc1ccccc1C (configuration not stated),0,0.3,5,-5,-2,4,8,7,10
CCOC(=O)c1cnn(-c2nc(OCC)cc(OCC)n2)c1C,9,-2.3,1,-5,1,3,-3,-4,2
CCn1c2ccccc2c2cc(NC(=O)CN(C)CC(=O)Nc3ccc(N4CCOCC4)cc3)ccc21,6,1.2,3,-7,11,2,8,-3,3
CC(C)(C)c1ccccc1OCC(=O)Nc1ccccc1C(=O)NCc1cccnc1,-1,-2.6,8,2,3,-3,11,7,0
CCN1CCC(Nc2ccnc3cc(Cl)ccc23)CC1,-3,-2.5,0,4,-7,1,6,5,0
COc1ccc(OCC(=O)Nc2ccc(C(=O)Nc3ccccc3C(=O)O)cc2)cc1,-38,-2.2,8,0,-67,-4,-1,-2,10
O=S(=O)(c1cccc(Cl)c1)N1CCSc2ccccc21,·,·,-5,·,-6,·,-4,-1,-2
COc1ccc(-n2nc(C(=O)NCC(=O)Nc3cccc(Cl)c3)c3ccccc3c2=O)cc1,2,-3.7,-4,7,-6,-45,-1,-5,-5
COCCCNC(=O)CCc1nc2cccnc2n1Cc1ccc(OC)cc1,4,0.9,4,-3,7,2,3,2,7
CC1CC(N(C(=O)c2ccco2)c2ccccc2)c2ccccc2N1C(=O)c1ccco1 (configuration not stated),-4,-1.0,-2,-1,3,1,6,-3,-2
CCCCCCCC(=O)NC1=NC(=O)C(C)(C)S1,5,-4.0,1,-3,-1,0,3,-2,-1

# Entries above that have a halogen, in the order listed:
SMILES,GSTO1 counter,MEX-5 binding,MCL1 BIM primary,TPT1 inh,PME-1 primary,Fam108B counter,GLD-1 TGE inh,PAD4 FP inh,Bcl-xL primary
CCN1CCC(Nc2ccnc3cc(Cl)ccc23)CC1,-3,-2.5,0,4,-7,1,6,5,0
O=S(=O)(c1cccc(Cl)c1)N1CCSc2ccccc21,·,·,-5,·,-6,·,-4,-1,-2
COc1ccc(-n2nc(C(=O)NCC(=O)Nc3cccc(Cl)c3)c3ccccc3c2=O)cc1,2,-3.7,-4,7,-6,-45,-1,-5,-5

# Next entries follow:
SMILES,GSTO1 counter,MEX-5 binding,MCL1 BIM primary,TPT1 inh,PME-1 primary,Fam108B counter,GLD-1 TGE inh,PAD4 FP inh,Bcl-xL primary
CCOc1ccccc1OCCCC(=O)N(CC)CC(=O)Nc1c(F)cccc1F,13,1.7,0,-3,1,-1,6,8,8
CC(=O)C(Cc1ccccc1)NC(=O)CN(C)Cc1ccccc1Cl (configuration not stated),1,-0.5,-7,-3,1,-1,-4,0,1
O=C(COC(=O)CNC(=O)c1ccc(Br)cc1)NCCC1=CCCCC1,-5,-0.2,5,-3,-2,-2,-1,-3,-2
COc1ccc(CNC(=O)CCNS(=O)(=O)c2ccc(C)cc2)cc1,3,3.6,1,-8,1,2,1,6,6
O=C(NCCc1ccc(F)cc1)NC12CC3CC(CC(C3)C1)C2,-2,-0.8,6,-1,2,-4,2,-2,5
CC(C)c1ccc(C(=O)NCCCN2CCOCC2)cc1,2,1.4,-1,0,0,-5,-5,-7,1
Cc1ccc(NC(=O)COc2cccc(-n3cnnn3)c2)cc1S(=O)(=O)N1CCOCC1,·,·,-4,·,5,·,0,-2,-4
Cc1ccc(C(=O)NCCNS(=O)(=O)c2ccccc2)cn1,0,-3.1,-1,-2,-2,0,3,5,2
CC(C)c1ccc(N(CC(=O)NC2CCCCC2)C(=O)CNC(=O)c2ccco2)cc1,3,-1.4,7,-1,-4,2,2,-4,3
CC(=O)C1=C(O)C(=O)N(CCCn2ccnc2)C1c1ccc(Cl)cc1 (configuration not stated),0,-1.7,3,1,2,0,-7,-5,8
CCC(=O)N1CCc2cc(Br)cc(S(=O)(=O)CCC(=O)NCC3CCCO3)c21 (configuration not stated),-5,-0.6,4,0,-1,2,-5,-3,6
Cc1noc(NS(=O)(=O)c2ccc(NC(=O)C(F)(F)F)cc2)c1C,1,1.6,-2,3,-10,-1,0,-2,2
Cc1[nH]nc(N=CC2=C(O)CC(c3ccco3)CC2=O)c1-c1ccc(Cl)cc1 (configuration not stated),6,-0.9,0,0,1,1,9,3,1
COc1cc(NC(=O)COC(=O)c2n[nH]c3ccccc23)c(C)cc1[N+](=O)[O-],-6,-2.1,-8,1,-4,-5,-5,-4,-8
Cc1ccc(N2C(N)=C(C#N)C(c3cc(CN4CCOCC4)cs3)C3=C2CC(C)(C)CC3=O)cc1 (configuration not stated),12,-0.9,5,-4,3,3,-1,1,6
O=C(Nc1nnc(-c2cccs2)o1)c1cc(-c2ccccc2)nc2ccccc12,-113,-1.5,11,-5,0,-10,7,-2,9
CCCCN(Cc1ccc(C(=O)N[C@H](C(=O)O)C(C)C)cc1)C(=O)C(c1ccccc1)c1ccccc1,11,3.1,5,2,0,-5,-2,-1,1
CCCn1c(CN2CCN(C(=O)OCC)CC2)nc2cc(NC(C)=O)ccc21,-5,-2.8,3,-3,-5,1,-6,-7,0
CN(C(=O)CSc1ccccc1C(=O)O)C1CCCCC1,16,-0.3,5,-1,6,-2,0,-1,-2
Cc1cccc(-c2oc(C)c(C)[n+]2[O-])c1,6,1.4,-17,5,-4,7,0,-6,-7
CS(=O)(=O)Cc1cccc(C(=O)NC2CCSc3ccccc32)c1 (configuration not stated),-4,0.7,-9,3,1,-3,8,7,-2
Cc1ccc2cccc(S(=O)(=O)Nc3c(C)n(C)n(-c4ccccc4)c3=O)c2n1,0,0.5,-1,-1,7,-1,6,-2,0
O=C1C2=C(C(c3ccccc3)=NCCN2)C(c2cccc([N+](=O)[O-])c2)N1c1ccccc1 (configuration not stated),7,-1.9,4,0,2,-1,-2,0,4
CCOC(=O)N1CCN(c2ccc(N3C(=O)CCCC3=O)cc2[N+](=O)[O-])CC1,-4,-3.6,2,3,-2,-4,-8,-1,3
Cc1nc2cc(CO)ccc2s1,0,0.1,7,-4,3,4,3,-1,5
O=C(Cn1cc(/C=C\[N+](=O)[O-])c2ccccc21)Nc1ccccc1,-3,-13,3,3,-6,-14,-11,-13,-4
Cn1cc(S(=O)(=O)Nc2ccc(Oc3ccccc3)cc2)c(=O)n(C)c1=O,6,-3.9,-6,2,0,4,-3,-2,-5
COCc1cc(/C=N\NC(=O)c2ccc(Cl)cc2)ccc1OC,4,-3.4,4,-3,-9,-2,2,2,3
O=C(COc1nncc2ccccc12)Nc1ccc(Br)cc1F,1,-0.3,2,4,0,1,0,3,2
CCOc1ccccc1NC(=O)C1CCCN(S(=O)(=O)c2cccc3nsnc23)C1 (configuration not stated),2,-0.2,0,2,12,2,2,-1,1
C=CCN(C(=O)OC(C)(C)C)S(=O)(=O)NCc1ccccc1,·,·,0,·,3,·,-7,0,1
Cc1ccc(C)c(-c2nnc(OCC(=O)Nc3cc(C)on3)c3ccccc23)c1,-17,0.2,-1,4,1,3,2,-6,-1
O=C(N=NC(=O)c1ccco1)c1ccc2c(O)n(N3C(=O)c4ccccc4C3=O)c(O)c2c1,-5,0.1,9,-1,-8,6,3,4,6
Cc1ccc(NC(=O)c2c3c(nc4ccccc24)CCC3)cc1S(=O)(=O)N(C)C,8,-0.9,10,4,1,3,-2,-4,3
COC(=O)c1ccc(C2/C(=C(\O)c3ccc4c(c3)OCCO4)C(=O)C(=O)N2c2nnc(C)s2)cc1 (configuration not stated),0,-1.2,1,-2,2,-3,3,-5,2
CC(CCl)OC(C)CCl (configuration not stated),·,·,-3,·,0,·,1,3,1
CC(=O)Nc1ccc(N(CC(O)Cn2c3ccccc3c3ccccc32)S(=O)(=O)c2ccc(C)cc2)cc1 (configuration not stated),-9,0.2,-3,9,-52,-40,0,0,-2
CC(=O)Nc1ccccc1/C=C/c1ccc2c(C)cc(C)c(O)c2n1,4,-2.8,-5,0,-3,3,4,-4,-1
Cc1cccc(NCN2C(=O)C3C4C=CC(C4)C3C2=O)c1 (configuration not stated),-1,-2.5,-8,4,-3,7,3,-5,0
COc1ccc(C(=O)Nc2ccc(Cl)cc2C(=O)N2CCCC(C)C2)cc1 (configuration not stated),-7,-1.6,7,-7,3,-3,6,4,5
CC(C)C[C@H](NC(=O)NCCC1=CCCCC1)C(=O)O,2,-0.4,9,-1,4,2,0,0,5
O=C(CCNC(=O)N1CC(=O)Nc2ccccc21)Nc1cccc(Cl)c1,-2,0.5,-1,0,0,5,2,4,6
COc1cc(NC(=O)Cn2nc(-c3ccc(F)cc3)ccc2=O)ccc1-n1cnnn1,3,-0.3,4,0,4,1,1,-2,4
C=CCN1C(=O)C(Cc2cccc(Cl)c2)SC1=Nc1ccc(C(=O)O)cc1 (configuration not stated),0,-2.0,-2,6,4,4,5,4,7
CCOc1ccccc1-c1nc(-c2ccc(NC(=O)Cc3ccccc3OC)cc2)no1,-15,-3.0,-8,7,-24,-14,-80,-3,-44
Cc1ccc(C)c(N(CC(=O)NC(C)C)C(=O)CCC(=O)Nc2ccccn2)c1,0,-1.1,-4,2,-2,0,0,3,2
Cc1ccc(S(=O)(=O)N2CCN(c3nccnc3C#N)CC2)cc1,8,2.1,2,-1,11,2,-3,-3,2
CCN(c1ccc(NC(=O)COC(=O)c2cccs2)cc1)C(C)C,10,-1.0,-3,1,0,1,12,3,7
O=C(CSCc1ccc(Cl)c(Cl)c1)Nc1c[nH]c(=O)[nH]c1=O,3,0.0,6,0,0,2,5,3,4
Cc1ccc(Oc2nn[nH]n2)cc1,-1,3.3,-1,-1,-3,-3,-5,1,-1
COc1cc(C(=O)NCc2cn3cccc(C)c3n2)cc(OC)c1OC,-8,2.0,-1,-2,-1,-7,3,-1,0
CC(NC(=S)NNS(=O)(=O)c1ccc(C(C)(C)C)cc1)c1ccccc1 (configuration not stated),1,2.1,12,2,0,-3,-5,-4,6
CCCN(CCC)C(=O)CC(c1ccccc1)c1ccco1 (configuration not stated),0,3.2,-6,1,0,0,11,-6,-1
Cc1c(CCC(=O)O)c(=O)oc2cc3occ(-c4ccc(F)cc4)c3cc12,-21,0.5,3,0,-7,-7,-7,-7,15
Cc1ccccc1OCC(O)CN1CCN(CCN2C(=O)c3cccc4cccc(c34)C2=O)CC1 (configuration not stated),-7,-2.9,10,-5,1,-5,2,-3,-1
O=C(COc1ccc(Br)cc1)Nc1cc(S(=O)(=O)N2CCCCC2)ccc1N1CCCCC1,2,-1.3,-5,3,2,0,3,1,1
NC(=O)CC1SC(N)=NC1=O (configuration not stated),5,3.3,4,1,0,0,3,-1,1
COc1ccc(/C=C2\Oc3cc(OCC(=O)N4CC(O)C[C@H]4C(=O)O)ccc3C2=O)c(OC)c1OC (some centres not stated),-4,0.6,1,-1,0,-5,-1,-4,2
Nc1cc(OC(=O)c2cccs2)nn1S(=O)(=O)c1ccccc1,7,1.7,3,4,2,-1,-11,1,-4
CCN1CCN(C2=C(NS(=O)(=O)c3ccc(Br)cc3)C(=O)c3ccccc3C2=O)CC1,59*,-5.5,26,-3,9,5,7,9,21
O=C(CSc1nnc(C2CC2)n1CC1CCCO1)Nc1ccc(Cl)cc1 (configuration not stated),-2,2.2,-7,-1,4,0,-9,0,6

# Source: PubChem BioAssay (several laboratories)
